SMARCA2 act: increases SMARCA2 function in MMTV reporter cells | actives 1% (n = 370,000) | MG213 cells, MMTV-luciferase reporter, dexamethasone, overnight | activation, % at 9.1 µM; in the data active = activation above about 7.8%;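 also: 0% = vehicle wells and 100% = reference activator wells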
PLCb3 inh: PLC-beta3 (human) inhibition, primary screen | actives 0.18% (n = 370,000) | Purified PLC-beta3, fluorogenic substrate, fluorescence | AID 720704 | inhibition, % at 12.2 µM; in the data active = inhibition above about 11%;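 also: 0% = median of compound wells on plate and 100% = full blocker control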
hcDAF12 agonist: H. contortus DAF-12 activation, primary screen; HEK293 hcDAF-12 lit1-tk-luc reporter, luminescence; 0% DMSO, 100% Δ7-dafachronic acid; actives 1.4% (n = 370,000); activation, % at 6.8 µM;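 active = activation above the mean of all tested compounds plus 3 SD, cut at about 5.5% in these data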;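 also: 100% = response to 3 µM Δ7-dafachronic acid high control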
NR1D1 modulator: Rev-erb alpha (human) modulation; P20393; AID 1259318; activity, % at 10 µM; Rev-erbα–FITC-DNA binding, fluorescence polarization, 90 min; actives 0.79% (n = 370,000);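 active = activity above about 14%, limit read from the data; passing the limit was not always enough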;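 also: 0% = DMSO wells with 35 nM protein and 100% = DMSO wells with 750 nM protein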
ssDAF12 agonist: activators of S. stercoralis DAF-12 nuclear receptor. actives 1% (n = 370,000). activation, % at 6.8 µM. HEK293 ssDAF-12/GRIP1 lit1-tk-luc reporter, luminescence; % of 3 µM dafachronic acid response. AID 652126;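 active = activation above the mean over all tested compounds plus 3 SD, cut at about 0.9% in these data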;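 also: 0% = DMSO-only wells and 100% = 3 µM delta7-dafachronic acid wells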
ADAM17 inh: ADAM17 inhibition, QFRET primary screen; recombinant ADAM17, EDANS/DABCYL FRET peptide cleavage; inhibition, % at 6.95 µM; actives 0.83% (n = 370,000);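 active = inhibition above the mean of compounds lying between control limits plus 3 SD, set per campaign, cut at about 8.5% in these data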;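 also: 0% = DMSO-only wells as the low control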
DAX1 inh-1: blocks DAX1 repression of SF-1 activated StAR promoter; HEK293T StAR-luciferase reporter, SF-1/DAX-1 repression relief; inhibition, % at 6.8 µM; actives 1.1% (n = 370,000); AID 652010;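 active = inhibition above the mean over all tested compounds plus 3 SD, cut at about 3.6% in these data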;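 also: 0% = DAX-1 cells with DMSO and 100% = cells lacking DAX-1 with DMSO; higher inhibition means more luminescence from relief of DAX-1 repression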
DAX1 inh-2: inhibitors of human orphan nuclear receptor DAX1 (NR0B1) | P51843 | HEK293 Gal4-DAX1 luciferase reporter, luminescence | inhibition, % at 6.75 µM | actives 0.99% (n = 340,000) | AID 504766;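 active = inhibition above the mean over all tested compounds plus 3 SD, cut at about 4.2% in these data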;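 also: 0% = DAX1-transfected cells with DMSO and 100% = empty-vector control cells with DMSO; inhibition shows as a rise in luminescence from relieved DAX1 repression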
Target sequence (P51843 207-470 limits assumed): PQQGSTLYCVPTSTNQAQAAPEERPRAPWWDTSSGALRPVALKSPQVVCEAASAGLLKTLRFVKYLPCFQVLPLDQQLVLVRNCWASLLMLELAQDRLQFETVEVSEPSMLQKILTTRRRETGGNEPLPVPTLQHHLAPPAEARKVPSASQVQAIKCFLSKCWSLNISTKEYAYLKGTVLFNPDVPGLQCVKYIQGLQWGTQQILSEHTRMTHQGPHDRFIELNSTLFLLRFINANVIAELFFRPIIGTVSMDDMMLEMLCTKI
MBD2 inh: inhibitors of human MBD2 binding to methylated oligonucleotide. Q9UBB5. TR-FRET. inhibition, % at 4.4 µM. actives 0.31% (n = 370,000); in the data active = inhibition above about 13%
Target sequence (Q9UBB5 whole entry, looked up): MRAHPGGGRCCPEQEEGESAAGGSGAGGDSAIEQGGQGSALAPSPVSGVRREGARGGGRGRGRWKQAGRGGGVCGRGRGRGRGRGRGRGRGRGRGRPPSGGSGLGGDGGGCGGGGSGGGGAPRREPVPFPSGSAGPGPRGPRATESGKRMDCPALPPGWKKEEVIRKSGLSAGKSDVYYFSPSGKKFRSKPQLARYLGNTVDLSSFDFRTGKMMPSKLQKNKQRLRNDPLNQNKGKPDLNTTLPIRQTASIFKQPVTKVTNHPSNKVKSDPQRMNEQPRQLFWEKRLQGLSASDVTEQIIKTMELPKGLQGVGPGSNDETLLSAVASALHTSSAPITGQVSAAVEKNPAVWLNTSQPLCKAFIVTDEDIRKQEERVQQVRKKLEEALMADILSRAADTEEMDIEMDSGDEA
PLCg1 inh: blocks human PLC-gamma1 enzyme activity | inhibition, % at 12.2 µM | purified PLC-gamma1, fluorogenic substrate, fluorescence | actives 0.84% (n = 370,000); in the data active = inhibition above about 9.5%
hgDAF-12 ag: activates the H. glycines DAF-12 receptor ligand-binding domain; HEK293 GAL4-hgDAF12 UAS-luciferase reporter, agonist luminescence; normalized to butyrate control; activation, % at 6.8 µM; actives 1.8% (n = 370,000);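 active = activation above a cutoff set at the mean of all screened compounds plus 3 SD, cut at about 10% in these data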;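 also: 0% = DMSO wells and 100% = sodium butyrate wells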
Active calls of the source: *; / = no result given.

SMILES	SMARCA2 act	PLCb3 inh	hcDAF12 agonist	NR1D1 modulator	ssDAF12 agonist	ADAM17 inh	DAX1 inh-1	DAX1 inh-2	MBD2 inh	PLCg1 inh	hgDAF-12 ag
O=C(COc1ccccc1-c1ccccc1)NCc1cccc(Cl)c1	-2	-5	1.6	4	-0.9	2	0.1	-1.6	3	1	-1.1
COc1ccc(NC(=O)c2cc(-c3cc(F)ccc3OC)n[nH]2)cn1	-4	2	-1.4	0	-1.9	2	-0.3	/	11	7	4.9
Cc1onc(-c2ccccc2)c1C(=O)Nc1ccccc1N1CCOCC1	-3	2	-2.9	1	-1.5	5	-1.6	0.0	0	13*	-0.4
Cc1cccc(OCC(=O)Nc2ccc(C(=O)c3ccc(C(=O)O)cc3)cc2)c1	1	1	-1.0	1	-1.1	0	0.9	1.0	-9	0	-1.8
Cc1cnc(CN(C)C(=O)c2ccc3oc(Cc4ccc(Cl)cc4)nc3c2)[nH]1	-2	-2	-2.1	2	-0.8	6	-0.4	0.7	-1	4	-1.7
CCN(CC)C(=O)CSc1nnc2nnc3cc(OC)ccc3n12	-1	-211	-1.4	21*	-1.7	1	0.2	/	-4	-158	-3.5
O=C(NCc1ccccc1Cl)c1ccc2sc([C@H]3C[C@H](O)[C@@H](CO)O3)nc2c1	-4	0	-0.9	-9	-1.1	-8	-1.4	/	5	-3	-0.9
CC(C)[C@H](NC(=O)c1ccccc1)C(=O)O	-2	0	1.0	-2	-1.2	-4	1.0	0.2	4	1	-1.2
CCC(=O)c1ccc(OCC(=O)OCC(=O)c2c(N)n(C)c(=O)n(C)c2=O)cc1	-1	-5	-1.5	0	-0.5	-3	-0.1	0.4	2	-2	-0.4
CCOC(=O)C1CCCN(C(=O)/C=C/c2ccc(OC)cc2)C1 (stereo not drawn)	2	6	-3.0	-4	-0.6	1	-0.2	0.5	1	2	-1.1
COc1cc(OC)c2ccc(=O)oc2c1C(CCN1CCCC(C)C1)c1ccc(N(C)C)cc1 (stereo not drawn)	1	-14	-0.1	4	-1.0	-2	0.6	0.8	-7	-9	-1.1
CCC(C(=O)NCCc1ccccc1)c1ccccc1 (stereo not drawn)	3	1	3.5	-1	-0.7	-7	-0.5	-1.7	-7	0	0.9
COc1ccc(NC(=O)COc2coc(CN3CCc4ccccc4C3)cc2=O)cc1	-1	-10	-2.2	0	-0.5	-5	-3.0	0.8	2	1	-2.4
Cc1ccc(-n2c(SCc3cccc(F)c3)nnc2-c2cccc(C)c2)cc1	-7	1	-1.4	-5	-1.5	4	-1.1	/	2	4	-0.8
C=CCn1c(SCC(=O)Nc2cccc3ccccc23)nnc1-c1cnccn1	-2	0	-0.5	4	-1.5	-4	-0.2	0.8	1	-4	0.1
Cc1ccc(F)cc1NC(=O)C1C2CCC(O2)C1C(=O)O (stereo not drawn)	2	-2	-0.8	3	-0.7	0	-0.3	-1.7	-5	-1	0.2
CCOC(=O)[C@@]12CCC3=C1N(CCC3)C(=O)[C@H](CC(=O)NCc1ccc(OC)c(OC)c1)C2	-2	-19	-2.7	1	-0.5	-10	0.1	/	10	3	1.3
C/C=C1\NC(=O)[C@H](C)NC(=O)[C@@H](NC(=O)[C@H](Cc2ccc(O)cc2)NC(=O)[C@@H](NC(=O)/C(C)=C/C)C(C)C)[C@@H](C)OC(=O)[C@H](CCCc2ccc(O)cc2)NC(=O)[C@@H](CCC(=O)OC)NC1=O	-2	-3	-1.5	0	-0.2	-1	-0.8	/	0	-2	1.5
CC(C)CC(C)N1CCC(n2nccc2NC(=O)CCc2ccccc2)CC1 (stereo not drawn)	-4	-2	-0.2	1	-1.0	2	-0.1	-0.2	4	2	0.5
NS(=O)(=O)c1ccc(NC(=S)Nc2cc(Cl)c(Cl)cc2Cl)cc1	-2	1	-0.7	3	-1.2	-2	0.5	-0.3	-2	1	-1.0

Compounds from the list above that contain fluorine (3):
SMILES	SMARCA2 act	PLCb3 inh	hcDAF12 agonist	NR1D1 modulator	ssDAF12 agonist	ADAM17 inh	DAX1 inh-1	DAX1 inh-2	MBD2 inh	PLCg1 inh	hgDAF-12 ag
COc1ccc(NC(=O)c2cc(-c3cc(F)ccc3OC)n[nH]2)cn1	-4	2	-1.4	0	-1.9	2	-0.3	/	11	7	4.9
Cc1ccc(-n2c(SCc3cccc(F)c3)nnc2-c2cccc(C)c2)cc1	-7	1	-1.4	-5	-1.5	4	-1.1	/	2	4	-0.8
Cc1ccc(F)cc1NC(=O)C1C2CCC(O2)C1C(=O)O (stereo not drawn)	2	-2	-0.8	3	-0.7	0	-0.3	-1.7	-5	-1	0.2

Compound profiles (already shown):
CCOC(=O)C1CCCN(C(=O)/C=C/c2ccc(OC)cc2)C1 (stereo not drawn) is entered as SMARCA2 act: 2; PLCb3 inh: 6; hcDAF12 agonist: -3.0; NR1D1 modulator: -4; ssDAF12 agonist: -0.6; ADAM17 inh: 1; DAX1 inh-1: -0.2; DAX1 inh-2: 0.5; MBD2 inh: 1; PLCg1 inh: 2; hgDAF-12 ag: -1.1
CC(C)CC(C)N1CCC(n2nccc2NC(=O)CCc2ccccc2)CC1 (stereo not drawn) is entered as SMARCA2 act: -4; PLCb3 inh: -2; hcDAF12 agonist: -0.2; NR1D1 modulator: 1; ssDAF12 agonist: -1.0; ADAM17 inh: 2; DAX1 inh-1: -0.1; DAX1 inh-2: -0.2; MBD2 inh: 4; PLCg1 inh: 2; hgDAF-12 ag: 0.5

The listing picks up, repeating the two entries before the break.
SMILES	SMARCA2 act	PLCb3 inh	hcDAF12 agonist	NR1D1 modulator	ssDAF12 agonist	ADAM17 inh	DAX1 inh-1	DAX1 inh-2	MBD2 inh	PLCg1 inh	hgDAF-12 ag
CC(C)CC(C)N1CCC(n2nccc2NC(=O)CCc2ccccc2)CC1 (stereo not drawn)	-4	-2	-0.2	1	-1.0	2	-0.1	-0.2	4	2	0.5
NS(=O)(=O)c1ccc(NC(=S)Nc2cc(Cl)c(Cl)cc2Cl)cc1	-2	1	-0.7	3	-1.2	-2	0.5	-0.3	-2	1	-1.0
CCOC(=O)C1(C)CCCN(C(=O)c2cccc(Cl)c2)C1 (stereo not drawn)	-3	1	-1.0	1	-0.4	-3	-0.5	/	2	1	0.1
CN1CCC(N(C)C(=O)c2sc3cc(F)ccc3c2Cl)CC1	2	4	-1.3	-6	-1.4	1	-0.1	1.8	1	3	0.6
O=C(NCc1ccccn1)Nc1cccc(Cl)c1	6	0	3.9	5	-0.4	-2	3.1	3.8	2	-4	7.9
c1ccc2sc(NCC3CCCO3)nc2c1 (stereo not drawn)	2	5	8.2*	0	0.2	3	4.2*	3.8	-2	2	10
Cc1nc2sc(C(=O)c3ccccc3)c(N)c2c2c1CCCC2	7	-62	3.4	0	-0.4	3	-0.4	0.2	-6	-53	5.0
O=C(O)c1ccc(-c2cccc(Cl)c2)o1	-2	-5	-0.9	-3	-0.6	-3	-0.1	1.0	-2	-1	-0.6
Cc1ccc(C)c(S(=O)(=O)N2CCCCC2CCNC(=O)C(=O)NC2CC2)c1 (stereo not drawn)	-2	3	-2.0	3	-0.5	-4	-0.6	2.6	3	1	-0.9
CC(C)N1CCc2c(sc(NC(=O)c3ccc(C(=O)c4ccccc4)cc3)c2C(N)=O)C1	-2	-145	0.4	3	-1.2	0	-0.6	-0.6	4	-107	2.7
CCCCNC(=O)CCc1c(C)nc2nc(-c3cc(OC)cc(OC)c3)nn2c1C	-2	1	0.1	-2	-0.9	3	0.0	-0.6	1	3	-2.0
COc1ccc(C(=O)NNC(=O)C(C)NC(=O)c2ccccc2NC(=O)c2ccco2)cc1 (stereo not drawn)	-4	0	1.1	-3	-1.5	-4	0.5	0.1	5	-2	-0.1
O=C(Nc1ccc(N2CCN(C(=O)c3ccccc3)CC2)cc1)c1ccc2c(c1)OCO2	3	-1	-1.6	-2	-1.3	2	0.2	-0.8	2	4	-2.7
CCOc1ccccc1C(=O)NC1CCN(Cc2nnnn2C2CCCC2)CC1	-1	3	-1.5	2	-1.5	-2	-1.1	0.2	0	0	-0.3
Cc1cccc(NC(=O)C2CC(=O)N/C(=N/N=C/c3ccco3)S2)c1 (stereo not drawn)	-1	4	1.3	-1	-0.9	-4	0.6	2.0	8	6	-1.4
Cn1ccc2c(-c3cccnc3)cc3c(c21)C1CCC3O1 (stereo not drawn)	-5	-6	-2.1	-2	-1.0	-4	0.1	/	1	-3	-2.2
Cc1cc(C)c(NC(=O)C2CC(=O)N(C(C)C)C2)c(C)c1 (stereo not drawn)	-2	-4	1.3	-4	0.6	-4	0.0	0.4	2	1	0.3
CC1=C(C(=O)N2CCOCC2)CC(CC(=O)NC2CCCC2)C(=O)N1Cc1ccccc1 (stereo not drawn)	-7	-3	-0.4	-3	0.2	-4	-0.6	1.6	4	-1	-3.5
CCCc1ccc(NC(C)C(=O)Nc2ccc(S(=O)(=O)N3CCOCC3)cc2)cc1 (stereo not drawn)	-2	-8	0.1	-1	-1.3	2	-1.5	-0.6	1	2	-0.4
CC(C)(C)S(=O)N1Cc2cc(=O)n(Cc3ccccc3)c(CCO)c2[C@@H]1CCO (stereo partly drawn)	-3	-22	3.0	1	-1.1	-19	1.3	0.4	1	-13	-2.1
CCC(C)N(C(=O)COC(=O)C1C(C(=O)OC)=C(C)NC(C)=C1C(=O)OC)C1CCS(=O)(=O)C1 (stereo not drawn)	4	-41	-0.6	0	-1.6	-25	-0.3	0.7	4	-41	0.7
NC(=O)CSc1nc2ccccc2c(=O)n1Cc1ccco1	1	0	-0.9	-2	-0.8	0	0.0	-0.9	0	0	-0.8

Compound activity (PubChem)
